Assay outcomes (PubChem)
C-LANA FP: blocks KSHV LANA C-terminal domain binding to DNA | inhibition, % at 9 µM | hit rate 0.078% among 340,000 | AID 504423 | MBP-C-LANA/FAM-LBS DNA binding, fluorescence polarization;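 active means highest replicate inhibition at or above 60% at 9 µM, even if other replicates fall short; inactive means all replicates below 60% inhibition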;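 further: 0% = neutral control wells and 100% = 4 µM acridine orange control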
Arr AP2 block: inhibitors of human beta-arrestin and AP2 interaction; FITC-arrestin peptide / GST-AP2 beads, flow cytometry; AP2 beta2 appendage carries R879A mutation; inhibition, % at 10 µM; hit rate 0.31% among 340,000; AID 504490;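 active means inhibition above a set limit, near 3 SD of compounds lacking own fluorescence, cut at about 54% in these data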;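 further: plate controls were DMSO wells for no effect and 5 µM unlabelled arrestin peptide for full effect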
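System: GST-tagged AP2 beta2-adaptin appendage (R879A) on 4 µm glutathione beads / Reagent: FITC-arrestin peptide, 50 nM / Detection: HyperCyt-sampled flow cytometry, FL1 channel, ex 488/em 535 nm / Timing: 12 min plus 1 h, RT / Buffer or medium: PBS plus Tween 20 (0.05%) and BSA (0.1%)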
cardiac RTF act: increases calcium sensitivity of human cardiac regulated thin filaments; P19429+P45379; IANBD-labeled TnC RTF fluorescence at EC20 calcium; 0% EC20 calcium, 100% full calcium; activation, % at 7.2 µM; hit rate 0.24% among 340,000; AID 493008;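 active means activation above the mean over all tested compounds plus 3 SD, cut at about 30% in these data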;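 further: rise in fluorescence read as greater calcium sensitivity of cardiac thin filaments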
MOR-DOR inv ag: inverse agonists of human mu-delta opioid receptor heterodimerization; P35372+P41143; cell-based MOR-DOR heterodimer luminescence, inverse agonism; inhibition, % at 9.3 µM; hit rate 0.21% among 340,000; AID 504357; in the data active means inhibition above about 22%, passing the limit was not always enough;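 further: 0% = cells with DMSO and 100% = wells without cells with DMSO; values of inactives mirror those of a sister screen read the other way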
MOR-DOR ag: agonists of human mu-delta opioid receptor heterodimerization | cells, OPRM1-OPRD1 heterodimerization, luminescence | AID 504326 | hit rate 0.3% among 340,000 | activation, % at 9.3 µM; in the data active means activation above about 18%;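 further: 0% = vehicle-treated cells and 100% = reference agonist; values of inactives mirror those of a sister screen read the other way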
Cardiac RTF inh: cardiac RTF calcium desensitization; P19429+P45379; hit rate 0.12% among 340,000; IANBD-labeled cardiac RTF, Ca2+ fluorescence; inhibition, % at 7.15 µM;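 active means inhibition above the mean inhibition of all tested compounds plus 3 SD, cut at about 17% in these data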;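 further: assay run at fixed EC70 calcium of 1.6 mM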
Wnt act: Wnt/beta-catenin pathway activation; AID 743398; activation, % at 9.35 µM; hit rate 1.2% among 300,000; Wnt/beta-catenin reporter cell assay, activator, plate reader; in the data active means activation above about 30%, passing the limit was not always enough; inconclusive means no clear call, values can overlap the other calls;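 further: 0% = neutral control wells and 100% = positive control wells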
Pemphigus Ab inh: blocks pemphigus antibody binding to human desmoglein-3; DSG3-coupled beads, scFv-anti-DSG3-GFP binding, flow cytometry; hits give low values; binding (percent of control), % at 10 µM; hit rate 0.48% among 310,000; AID 588358;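 active means binding more than 3 SD below its plate's average and above zero; inconclusive means below that plate limit but binding exactly zero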;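 further: hits lower antibody fragment binding to DSG3; some compounds called inactive have numbers as strong as hits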
Target sequence (P32926 whole entry, looked up, the tested form may be a part): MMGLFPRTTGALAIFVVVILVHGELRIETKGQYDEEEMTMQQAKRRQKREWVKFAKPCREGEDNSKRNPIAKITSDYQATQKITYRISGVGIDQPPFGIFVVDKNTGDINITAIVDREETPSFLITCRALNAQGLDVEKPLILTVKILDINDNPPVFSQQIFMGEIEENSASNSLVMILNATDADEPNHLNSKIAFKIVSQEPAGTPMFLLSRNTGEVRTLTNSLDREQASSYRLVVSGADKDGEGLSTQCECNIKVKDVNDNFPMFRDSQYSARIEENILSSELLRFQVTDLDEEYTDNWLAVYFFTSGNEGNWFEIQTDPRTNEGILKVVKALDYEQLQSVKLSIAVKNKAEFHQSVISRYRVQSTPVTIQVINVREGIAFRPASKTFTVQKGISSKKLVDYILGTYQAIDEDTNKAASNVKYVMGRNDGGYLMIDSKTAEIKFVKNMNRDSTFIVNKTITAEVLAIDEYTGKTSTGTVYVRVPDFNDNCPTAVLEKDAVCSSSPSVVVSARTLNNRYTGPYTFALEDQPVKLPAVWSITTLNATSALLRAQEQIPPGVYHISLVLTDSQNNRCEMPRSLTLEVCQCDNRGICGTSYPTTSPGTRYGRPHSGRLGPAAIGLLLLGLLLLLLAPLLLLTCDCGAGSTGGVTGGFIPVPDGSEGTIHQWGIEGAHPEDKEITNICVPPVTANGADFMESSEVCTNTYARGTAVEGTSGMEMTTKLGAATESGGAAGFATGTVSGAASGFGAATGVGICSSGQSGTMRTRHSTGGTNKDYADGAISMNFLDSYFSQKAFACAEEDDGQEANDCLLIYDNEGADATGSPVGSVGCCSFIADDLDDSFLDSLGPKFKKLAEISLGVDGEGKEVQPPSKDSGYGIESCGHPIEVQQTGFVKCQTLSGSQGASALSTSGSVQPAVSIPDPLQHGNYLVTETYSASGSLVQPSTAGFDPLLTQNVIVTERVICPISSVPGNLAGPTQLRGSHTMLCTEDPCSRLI
Keap1 Nrf2 FP: disrupts human Keap1 binding to Nrf2 peptide; Q14145; Keap1 Kelch-Nrf2 peptide fluorescence polarization, 1536-well; inhibition, % at 9.4 µM; hit rate 0.15% among 340,000; in the data active means inhibition above about 12%; inconclusive means no clear call, values can overlap the other calls; inactive means below about 7.3%;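 further: human Keap1 Kelch domain with fluorescein labeled Nrf2 9mer peptide probe; 0% = neutral control wells and 100% = peptide positive control; higher means more block of Keap1 binding to Nrf2 peptide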
V-ATPase pHluor: alters yeast V-ATPase proton transport. S. cerevisiae, pHLuorin cytosolic pH fluorescence. response, % at 10 µM. hit rate 0.37% among 350,000; in the data active means response mostly above about 7.3%, no sharp cut-off; inactive means mostly below about 5.4%; further: actives read high; inactives centre near 0; some compounds called inactive have numbers as strong as hits; reference of the scale not given here
* marks the source's active call; other numbers are inactive results; ? = inconclusive; . = not tested or not shown; & = joins results of further samples.

SMILES | C-LANA FP | Arr AP2 block | cardiac RTF act | MOR-DOR inv ag | MOR-DOR ag | Cardiac RTF inh | Wnt act | Pemphigus Ab inh | Keap1 Nrf2 FP | V-ATPase pHluor
COC(=O)c1ccc(-c2noc(CN(C)CC3CCCCO3)n2)cc1 (stereo not drawn) | 0.2 | 16 | -2 | 4 | -0.7 | -3 | 3 | 97 | -1 | 5
Nc1ncc([N+](=O)[O-])cc1Br | -1.2 | -1 | -2 | 8 | -1.6 | -11 | 18 | 88 | -3 | -3
Cc1ccc(N2CC(C(=O)OCC(=O)Nc3ccccc3F)CC2=O)cc1 (stereo not drawn) | 0.8 | 27 | 3 | 11 | -2.4 | -9 | 0 | 101 | 0 | 7
OCCN(CCO)c1ccc(C(c2ccccc2Cl)c2ccc(N(CCO)CCO)cc2Cl)c(Cl)c1 | 0.2 | -2 | 3 | -3 | 0.6 | -8 | . | 99 | 0 | 2
Cc1ccc(NC(=O)COC(=O)c2ccc(Cl)nc2)cc1S(=O)(=O)N1CCCCC1 | -4.4 | 0 | 5 | 6 | -1.4 | -5 | -1 | . | -5 | 7
Cc1c(C)c2c(OCC(=O)N3CCC[C@H]3C(=O)O)cc3c(c2oc1=O)CCC(C)(C)O3 | -1.3 | 1 | 2 | 5 | -0.9 | 1 | -1 | 92 | -7 | -3
Cc1cc(OC(=O)c2ccc(OC(C)C)cc2)c([N+](=O)[O-])c(=O)[nH]1 | -0.2 | -9 | -8 | 10 | -1.9 | -2 | 1 | 106 | 0 | 0
CCc1nc2ccc(C(=O)NCc3ccc(C)o3)cc2nc1CC | 2.6 | 1 | 12 | 13 | -2.5 | 7 | -1 | 114 | -4 | 2
COc1ccc(CCNC(=O)c2cnc(C)cn2)cc1 | 0.9 | -8 | 0 | 7 | -1.0 | -1 | -4 | 101 | -3 | 4
Cc1ccc(C(=O)NCC(=O)N(C)CC(=O)Nc2c(Cl)cccc2Cl)s1 | -1.9 | -8 | -2 | -6 | 0.9 | -7 | 0 | 100 | 1 | -2
CCC(C)NC(=O)CN(c1ccc2c(c1)OCO2)S(=O)(=O)c1c(C)n[nH]c1C (stereo not drawn) | 0.9 | 14 | 1 | 9 | -1.7 | 0 | 0 | 100 | -2 | 1
O=C(NCCSc1ccccn1)c1ccc(Cl)cc1 | 3.0 | 19 | 10 | 19 | -3.8 | -2 | 13 | 100 | 3 | -4
CC1(C)CC(=O)C2=C(C1)N(CCN1CCOCC1)C1=C(C(=O)CC(C)(C)C1)C2c1cccc(F)c1 | 2.2 | -4 | -7 | 13 | -2.2 | -6 | 0&-1 | 99 | 1 | 2
CCOC(=O)c1c(S(=O)(=O)NCC(=O)NCc2ccccc2)c(C)n(C)c1C | -1.9 | 10 | 1 | 17 | -3.4 | -4 | 1 | . | 3 | 0
Cc1cc(NCC2CCCO2)n2c(nc3ccccc32)c1C#N (stereo not drawn) | 2.2 | 22 | -3 | 6 | -1.2 | -4 | 1 | 109 | 1 | 1
COc1cc(NC(=O)c2c(Cl)cnn2C)c(OC)cc1Cl | -0.4 | -1 | -2 | -29 | 4.0 | -8 | -1 | 112 | -6 | -1
O=C(/C=C/c1ccc(F)cc1)c1ccccc1Br | -0.9 | 44 | 1 | -26 | 4.9 | 9 | 28 | 95 | 4 | -1
CC(C)(C)SCCNC(=O)CSc1ccccc1 | -1.5 | 32 | 6 | 14 | -2.5 | 2 | . | 81 | -2 | 0
Fc1ccc(/C=N/n2c(C3CCCCC3)n[nH]c2=S)cc1 | -3.0 | 10 | -2 | -24 | 5.1 | 0 | -1 | 101 | 5 | -3
O=[N+]([O-])c1ccc(NC(=S)NCCc2ccc(Cl)cc2)cc1 | -0.4 | -5 | -2 | -19 | 3.4 | 0 | . | 111 | -5 | 3
O=C(O)CSc1nnc2c(n1)[nH]c1ccccc12 | 0.9 | 20 | -2 | 4 | -0.8 | -4 | -1 | 106 | -5 | 1
CC[n+]1cccc(-c2nc3ccccc3s2)c1 | -0.1 | -2 | -1 | 8 | -1.1 | 2 | -6 | 104 | -8 | 1
CCOc1ccccc1NC(=O)C(Sc1nnc2ccccn12)c1ccccc1 (stereo not drawn) | 1.7 | 3 | 2 | 5 | -1.0 | 15 | 12 | 97 | 1 | -1
N#Cc1sc2nc(C3CC3)cc(-c3ccc(Cl)cc3)c2c1N | -1.4 | 5 | 6 | -3 | 0.6 | -7 | . | 93 | -4 | -3
COc1ccc(NC(=S)NN2CCN(C)CC2)cc1OC | 0.4 | 7 | -1 | 4 | -0.7 | -12 | 1 | 93 | 5 | 1
COCc1cccc(NC(=O)Cc2cccc3ccccc23)c1 | -0.2 | 36 | -3 | 10 | -1.9 | -2 | -1 | 113 | 1 | 6
O=C(O)c1cc(NC(=O)c2ccccc2[N+](=O)[O-])ccc1O | 0.7 | 24 | 6 | 5 | -1.0 | 2 | 0 | 104 | -5 | -6
CCS(=O)(=O)c1ncc(Cl)c(C(=O)Nc2ccc(C)cc2)n1 | -2.0 | 11 | -3 | 19 | -3.9 | -1 | -8 | 96 | 0 | 3
Cc1ccc(NC(=O)c2ccccc2NC(=O)Cc2ccccc2)cc1 | 3.6 | -5 | 0 | -3 | 0.6 | -5 | 35* | 99 | -1 | -2
Oc1c(Br)cc(Br)cc1/C=N/Nc1ccc(Cl)nn1 | 0.4 | 24 | -7 | 7 | -1.2 | 0 | 0 | 92 | -2 | -2
CC12CC3OC3CC1CCC1C2CCC2(C)C1CCC21OCCO1 (stereo not drawn) | -0.9 | -10 | 2 | 1 | -0.1 | -9 | -6 | 101 | -1 | -6
Cc1cccc(N2CCN(C(=O)C3CCN(S(=O)(=O)c4cnc[nH]4)CC3)CC2)c1C | 0.9 | -3 | -4 | -24 | 4.3 | 1 | -4 | 95 | -4 | 0
O=C(NC1CC2CCCC(C1)N2S(=O)(=O)c1ccccc1)c1ccco1 (stereo not drawn) | -0.7 | 2 | 10 | 4 | -0.6 | -3 | 1 | 111 | -5 | -1
Cc1cc(NC(=O)CCC(=O)N(c2ccccc2C)C(C(=O)NC2CCCC2)c2ccccc2)no1 (stereo not drawn) | -2.0 | 10 | -7 | 7 | -1.3 | -4 | 1 | . | -3 | -8
CNS(=O)(=O)c1cccc(C(=O)NNC(=O)c2ccc(COc3ccccc3)cc2)c1 | -0.3 | 5 | -7 | 6 | -1.1 | -5 | -12 | 111 | 2 | 2
Cc1ccccc1N1C(=O)CC1(C#N)c1ccc(OCc2ccccc2)cc1 (stereo not drawn) | -1.9 | 6 | 1 | -22 | 3.2 | 3 | -12 | 92 | -2 | 0
CCCSc1nc2sc3c(c2c(=O)[nH]1)CC(C)CC3 (stereo not drawn) | 1.1 | -10 | 3 | 9 | -1.8 | 0 | 4 | 78 | 0 | 4
CC(c1nnc(SCC(=O)c2c(N)n(C)c(=O)n(C)c2=O)n1-c1ccc(Cl)cc1)N(C)C (stereo not drawn) | -1.0 | -1 | 6 | -3 | 0.6 | -11 | 0 | 100 | -3 | 0
COc1cccc(C(=O)NC(=S)Nc2cccnc2)c1 | -3.1 | 2 | 0 | 19 | -3.7 | -7 | 7 | . | -1 | -1
CNC(=O)COc1ccc(S(=O)(=O)Nc2ccccc2)cc1 | -1.1 | 0 | 4 | 19 | -3.7 | 0 | -2 | 106 | -2 | -1

3 compounds already listed, sorted by count of non-hydrogen atoms, smallest number first:
SMILES | C-LANA FP | Arr AP2 block | cardiac RTF act | MOR-DOR inv ag | MOR-DOR ag | Cardiac RTF inh | Wnt act | Pemphigus Ab inh | Keap1 Nrf2 FP | V-ATPase pHluor
O=C(O)CSc1nnc2c(n1)[nH]c1ccccc12 | 0.9 | 20 | -2 | 4 | -0.8 | -4 | -1 | 106 | -5 | 1
O=C(O)c1cc(NC(=O)c2ccccc2[N+](=O)[O-])ccc1O | 0.7 | 24 | 6 | 5 | -1.0 | 2 | 0 | 104 | -5 | -6
Cc1cc(NC(=O)CCC(=O)N(c2ccccc2C)C(C(=O)NC2CCCC2)c2ccccc2)no1 (stereo not drawn) | -2.0 | 10 | -7 | 7 | -1.3 | -4 | 1 | . | -3 | -8

Entries above shown as hits in Wnt act:
Compound | C-LANA FP | Arr AP2 block | cardiac RTF act | MOR-DOR inv ag | MOR-DOR ag | Wnt act | Pemphigus Ab inh | Keap1 Nrf2 FP | V-ATPase pHluor
Cc1ccc(NC(=O)c2ccccc2NC(=O)Cc2ccccc2)cc1 | 3.6 | -5 | 0 | -3 | 0.6 | 35* | 99 | -1 | -2

(list continues)
SMILES | C-LANA FP | Arr AP2 block | cardiac RTF act | MOR-DOR inv ag | MOR-DOR ag | Cardiac RTF inh | Wnt act | Pemphigus Ab inh | Keap1 Nrf2 FP | V-ATPase pHluor
CCn1cc(C(=O)OCC(=O)c2cc(C)n(-c3cccc(C(F)(F)F)c3)c2C)c(=O)c2ccc(C)nc21 | -1.3 | 25 | 2 | 3 | -0.6 | 1 | . | 95 | -4 | -1
Cc1cc(C)n2nc(C(=O)OCCOc3ccc(F)cc3)nc2n1 | 0.6 | 1 | 3 | -8 | 1.3 | -6 | . | 99 | -4 | -1
CC(=O)Nc1ccc(NC(=O)Cc2sc(-c3cccnc3)nc2-c2ccc(C)cc2)cc1 | 1.6 | -2 | 3 | 1 | -0.2 | 1 | -1 | 106 | -1 | 3
NC(=O)CC(NC(=O)Cc1ccc(Br)cc1)c1ccc(N2CCc3ccccc3C2)c([N+](=O)[O-])c1 (stereo not drawn) | 1.4 | 14 | -4 | 12 | -2.0 | -9 | -2 | 99 | 0 | -1
O=C(Nc1ccccn1)c1ccc(-c2ccccc2)cc1 | -0.6 | 0 | -4 | 3 | -0.6 | -2 | 7 | 140 | 0 | -1
COc1cccc(-n2c(Cn3nc(C(F)F)cc3C(F)F)n[nH]c2=S)c1 | -1.7 | -8 | 6 | 7 | -1.2 | -1 | 4 | 103 | -7 | 3
COC(=O)c1ccc(OCC2NCCc3cc(OC)c(OC)cc32)cc1 (stereo not drawn) | -0.3 | -3 | -6 | -7 | 1.3 | -5 | . | 99 | -12 | -5
CCn1nc2cc(C(=O)NCCc3cccs3)ccc2c1OC | -0.5 | 1 | 0 | 10 | -1.7 | -10 | ? | 100 | -1 | -5

Four of these compounds in another layout.
Every second line gives: C-LANA FP | Arr AP2 block | cardiac RTF act | MOR-DOR inv ag | MOR-DOR ag | Cardiac RTF inh | Wnt act | Pemphigus Ab inh | Keap1 Nrf2 FP | V-ATPase pHluor
Cc1cc(C)n2nc(C(=O)OCCOc3ccc(F)cc3)nc2n1
→ 0.6 | 1 | 3 | -8 | 1.3 | -6 | . | 99 | -4 | -1
CC(=O)Nc1ccc(NC(=O)Cc2sc(-c3cccnc3)nc2-c2ccc(C)cc2)cc1
→ 1.6 | -2 | 3 | 1 | -0.2 | 1 | -1 | 106 | -1 | 3
NC(=O)CC(NC(=O)Cc1ccc(Br)cc1)c1ccc(N2CCc3ccccc3C2)c([N+](=O)[O-])c1 (stereo not drawn)
→ 1.4 | 14 | -4 | 12 | -2.0 | -9 | -2 | 99 | 0 | -1
O=C(Nc1ccccn1)c1ccc(-c2ccccc2)cc1
→ -0.6 | 0 | -4 | 3 | -0.6 | -2 | 7 | 140 | 0 | -1
